Source: PubChem BioAssay
GSK3beta inhib: human GSK3beta kinase inhibitors, primary screen, biochemical, cell-free homogeneous, HTS; activity score (negative = inhibition), % at 10 µM; 300,000 tested, 0.038% active; GST-GSK3beta kinase, ADP-Glo luminescence, 60 min; hits give low values; Glycogen synthase kinase-3 beta (Homo sapiens), P49841;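 active = more than half of replicate wells score below -50%, meaning over 50% inhibition versus plate controls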;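 note: 0% = median DMSO wells and -100% = median GW8510 positive control wells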
Target sequence (P49841 whole entry, looked up): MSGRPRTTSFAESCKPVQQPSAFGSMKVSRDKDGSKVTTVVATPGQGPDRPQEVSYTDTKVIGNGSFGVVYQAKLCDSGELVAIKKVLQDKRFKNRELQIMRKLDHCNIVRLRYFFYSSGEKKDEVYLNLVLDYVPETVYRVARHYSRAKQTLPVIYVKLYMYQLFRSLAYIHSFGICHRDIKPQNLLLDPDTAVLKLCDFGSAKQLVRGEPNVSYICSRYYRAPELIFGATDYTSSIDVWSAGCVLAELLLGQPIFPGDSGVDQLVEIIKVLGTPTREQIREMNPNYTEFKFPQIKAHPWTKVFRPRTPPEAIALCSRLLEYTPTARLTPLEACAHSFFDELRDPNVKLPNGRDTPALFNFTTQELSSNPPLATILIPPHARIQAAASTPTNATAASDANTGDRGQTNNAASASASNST
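Test system – GST-tagged human GSK3beta kinase, cell-free · Incubation – 60 min enzyme reaction, room temperature · Signal – ADP-Glo luminescence · Also added – peptide substrate and ATP at 25 µM · Controls – DMSO neutral wells and GW8510 at 20 µM as positive · Buffer or medium – Tris/MgCl2 kinase buffer · Measure – Luminescence-derived activity versus plate DMSO and GW8510 wells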
RGS4 pot: RGS4 potentiators or activators, primary screen, cell-based, HEK293 M3R inducible RGS4, calcium flux. carbachol calcium flux Fluo4; hits give low values. B-score at 10 µM. 310,000 tested, 0.92% active;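 active = B-score of the integrated calcium signal more than 4 SD below the library mean, with starting fluorescence not abnormally high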;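 note: negative B-score means reduced calcium response which marks RGS4 activation or potentiation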
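Assay system: Inducible-RGS4 HEK293 cells carrying M3 receptor | Schedule: Compound preincubation 20 min at room temperature before agonist | Signal: Kinetic calcium fluorescence imaging with Fluo4-AM dye, 2 µM | Read-out basis: B score from integrated fluorescence ratio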
KCNQ1 block: inhibitors of human KCNQ1 channel, primary screen, cell-based, thallium flux, high-throughput; Potassium voltage-gated channel subfamily KQT member 1 (Homo sapiens), P51787; CHO-K1 KCNQ1, FluxOR thallium flux fluorescence; hits give high values; B-score at 10 µM; 310,000 tested, 1.3% active; AID 2642, 2010;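 active = compounds whose thallium flux B-score, printed positive for inhibition, exceeds three library SD while starting fluorescence stays within three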;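 note: channel opened by potassium depolarization with thallium stimulus after 20 min compound exposure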
RGS4 block: RGS4 inhibitors, primary screen, cell-based, HEK293 M3R inducible RGS4, calcium flux | 310,000 tested, 0.45% active | B-score at 10 µM | Fluo-4 calcium flux; hits give high values; triggered by carbachol at its EC20;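 active = B-score, a plate-corrected calcium signal, over three deviations above library mean, with baseline fluorescence within five deviations of library mean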;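 note: RGS4 expression induced by doxycycline in cells with stable M3 receptor; B-score is computed from the integrated fluorescence ratio over baseline after carbachol; higher B-score means a larger calcium signal and so more RGS4 inhibition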
Target sequence (P49798 whole entry, looked up): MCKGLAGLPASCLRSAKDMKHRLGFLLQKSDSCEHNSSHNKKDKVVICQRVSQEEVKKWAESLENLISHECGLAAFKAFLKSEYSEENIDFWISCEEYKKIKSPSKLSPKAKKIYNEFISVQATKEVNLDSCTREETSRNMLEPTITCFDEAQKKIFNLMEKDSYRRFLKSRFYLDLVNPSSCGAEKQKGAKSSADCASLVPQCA
KCNK9 block: KCNK9 potassium channel inhibitors, primary screen, HEK293 cells, thallium flux | 310,000 tested, 1.2% active | B-score at 10 µM | AID 488922, 2010 | Potassium channel subfamily K member 9 (Homo sapiens), Q9NPC2 | FluxOR thallium flux fluorescence; hits give low values;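 active = ratio B-score over 3 SD below the library mean, with starting fluorescence within 5 SD of its mean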;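 note: negative B-score means less thallium flux so channel inhibition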
hERG protect: hERG rescue from dofetilide block, primary screen, cell-based, CHO-hERG, FluxOR thallium flux, dofetilide IC70 | 310,000 tested, 0.51% active | dofetilide IC70 present | Voltage-gated inwardly rectifying potassium channel KCNH2 (Homo sapiens), Q12809 | activation (rescue from dofetilide block), less the hit threshold, % at 10 µM | AID 1511, 2009;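 active = activation above the mean of controls blocked by dofetilide plus 5 SD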;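 note: thallium influx through hERG after potassium depolarization seen as dye fluorescence rise; in these data hits start at about 4.7%; inactives centre near -7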
Dyrk1A ADPGlo: rat Dyrk1A kinase inhibitors, primary screen, biochemical, single point, plate reader; 310,000 tested, 0.43% active; Dual specificity tyrosine-phosphorylation-regulated kinase 1A (Rattus norvegicus), Q63470; inhibition, % at 12.5 µM; AID 504441, 2011; ADP-Glo luminescence, NFATc1 peptide; in the data active = inhibition above about 50%;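 note: plate controls were vehicle with enzyme for no effect and no enzyme for full effect; many of its hits are not listed in these tables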
KCNK3 block: human KCNK3 channel inhibitors, primary screen, CHO cells, FluxOR thallium flux, B-score; Potassium channel subfamily K member 3 (Homo sapiens), O14649; FluxOR fluorescence; hits give low values; B-score at 10 µM; 340,000 tested, 0.84% active; AID 602410, 2012;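 active = B-score under library mean minus 4 SD, starting fluorescence ratio at most library mean plus 5 SD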;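 note: more negative B-score means stronger inhibition of thallium flux through KCNK3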
Target sequence (O14649 whole entry, looked up): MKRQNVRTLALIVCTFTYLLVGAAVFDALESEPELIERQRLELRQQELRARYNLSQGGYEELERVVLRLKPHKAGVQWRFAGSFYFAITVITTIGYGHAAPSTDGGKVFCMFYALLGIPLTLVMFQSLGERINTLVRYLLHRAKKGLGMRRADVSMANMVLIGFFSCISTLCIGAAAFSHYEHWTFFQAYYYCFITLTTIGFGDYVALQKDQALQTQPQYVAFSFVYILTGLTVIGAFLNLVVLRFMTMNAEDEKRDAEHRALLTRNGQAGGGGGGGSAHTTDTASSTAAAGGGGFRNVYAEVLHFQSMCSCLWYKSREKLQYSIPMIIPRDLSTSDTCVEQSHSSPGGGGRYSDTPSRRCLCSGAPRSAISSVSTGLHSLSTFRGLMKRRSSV
PolyA inhibitor: polyadenylation inhibitors in yeast reporter cells, primary screen, luminescence, S. cerevisiae | 300,000 tested, 0.02% active | S. cerevisiae SKY197-pL101 polyadenylation reporter, beta-gal luminescence; efflux-impaired pdr1/pdr3 knockout yeast; score 100 = 6 SD above DMSO | AID 1875, 2009 | calls only at 12 µM;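 active = lowest replicate activity score at least 50, where 100 means six control SD above control mean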;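 note: yeast exposed to compound for 9 h at 30 °C; higher score means more reporter readthrough which indicates perturbed polyadenylation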
GSK3A inh: blockers of GSK3A enzyme activity – biochemical, luminescence, cell-free homogeneous, HTS, primary screen. Glycogen synthase kinase-3 alpha (Homo sapiens), P49840. GSK-3 alpha kinase, ADP-Glo luminescence, 60 min. inhibition, % at 10 µM. 320,000 tested, 0.1% active. AID 2650, 2010;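 in the data active = inhibition above about 50%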;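 note: GST-tagged GSK-3 alpha with peptide substrate and 25 µM ATP; 0% = DMSO neutral wells and 100% = GW8510 positive control wells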
KCNQ1 act: potentiators or activators of KCNQ1 channel, primary screen, cell-based, thallium flux, high-throughput; CHO-K1 KCNQ1, thallium flux FluxOR fluorescence; hits give high values; Potassium voltage-gated channel subfamily KQT member 1 (Homo sapiens), P51787; 310,000 tested, 0.35% active; B-score at 10 µM;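 active = fluorescence ratio B-score, a plate-corrected score, at least three library SD, with initial intensity B-score within 5 SD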
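Schedule – 37 °C overnight plating, 90-min dark dye load, 20-min compound pretreatment · System – stable KCNQ1 CHO-K1 line · Probe or stimulus – thallium- and potassium-containing depolarizing buffer · Measured by – kinetic FluxOR fluorescence, 10 s baseline plus 110 s post-stimulus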
Numbers without * were called inactive.

Results for COc1ccc(-n2c(=O)[nH]c3c(C(N)=O)nc(C4CCCCC4)nc32)cc1 ?
GSK3beta inhib: -4; RGS4 pot: inactive; KCNQ1 block: inactive; RGS4 block: inactive; KCNK9 block: inactive; hERG protect: -5; Dyrk1A ADPGlo: 2; KCNK3 block: inactive; PolyA inhibitor: inactive; KCNQ1 act: inactive

What do the screens show for `COc1cccc(/C=N/NC(=O)c2cnccn2)c1`?
GSK3beta inhib: 2; RGS4 pot: inactive; KCNQ1 block: inactive; RGS4 block: inactive; KCNK9 block: inactive; hERG protect: -6; Dyrk1A ADPGlo: 1; KCNK3 block: inactive; PolyA inhibitor: inactive; GSK3A inh: 0; KCNQ1 act: inactive

How did Cn1c(SCC(=O)NC2CCCCC2)nnc1-c1cc2cc(Cl)ccc2o1 do in these assays?
GSK3beta inhib: -12; RGS4 pot: inactive; KCNQ1 block: inactive; RGS4 block: inactive; KCNK9 block: inactive; hERG protect: -15; Dyrk1A ADPGlo: -2; KCNK3 block: inactive; PolyA inhibitor: inactive; GSK3A inh: -1; KCNQ1 act: inactive

Results for COc1cccc(-c2nn(C)c3sc(C(=O)NCc4ccc5c(c4)OCO5)cc23)c1 ?
GSK3beta inhib: 0; RGS4 pot: inactive; KCNQ1 block: inactive; RGS4 block: inactive; KCNK9 block: -13*; hERG protect: -18; Dyrk1A ADPGlo: -2; KCNK3 block: -11*; PolyA inhibitor: inactive; GSK3A inh: -2; KCNQ1 act: inactive

Results for CNC(=O)c1sccc1-n1cccc1 ?
GSK3beta inhib: 2; RGS4 pot: inactive; KCNQ1 block: inactive; RGS4 block: inactive; KCNK9 block: inactive; hERG protect: -4; Dyrk1A ADPGlo: -2; KCNK3 block: inactive; PolyA inhibitor: inactive; GSK3A inh: -1; KCNQ1 act: inactive

What do the screens show for `Oc1c(N=NC(=S)Nc2ccccc2F)c2ccccc2n1Cc1ccccc1F`?
GSK3beta inhib: -6; RGS4 pot: inactive; KCNQ1 block: inactive; RGS4 block: inactive; KCNK9 block: inactive; hERG protect: 29*; Dyrk1A ADPGlo: 0; KCNK3 block: inactive; PolyA inhibitor: inactive; GSK3A inh: 0; KCNQ1 act: 23*

What do the screens show for `O=C(Nc1ccc(F)cc1)N1CCCCCC1`?
GSK3beta inhib: 0; RGS4 pot: inactive; KCNQ1 block: inactive; RGS4 block: inactive; KCNK9 block: inactive; hERG protect: -2; Dyrk1A ADPGlo: -1; KCNK3 block: inactive; PolyA inhibitor: inactive; GSK3A inh: 0; KCNQ1 act: inactive

What do the screens show for `O=C(CN(CCc1ccccc1)C(=O)CNS(=O)(=O)c1ccc(F)cc1)NCC1CCCO1` (configuration not stated)?
GSK3beta inhib: 2; RGS4 pot: inactive; KCNQ1 block: inactive; RGS4 block: inactive; KCNK9 block: inactive; hERG protect: -10; Dyrk1A ADPGlo: -2; KCNK3 block: inactive; PolyA inhibitor: inactive; GSK3A inh: -1; KCNQ1 act: inactive

What do the screens show for `Nc1nnnn1CC(=O)N/N=C/c1cccs1`?
GSK3beta inhib: 2; RGS4 pot: inactive; KCNQ1 block: inactive; RGS4 block: inactive; KCNK9 block: inactive; hERG protect: -8; KCNK3 block: inactive; PolyA inhibitor: inactive; GSK3A inh: -1; KCNQ1 act: inactive

Results for CN1CCN(/N=C/c2ccc(C#N)cc2)CC1 ?
GSK3beta inhib: 1; RGS4 pot: inactive; KCNQ1 block: inactive; RGS4 block: inactive; KCNK9 block: inactive; hERG protect: -2; Dyrk1A ADPGlo: 1; KCNK3 block: inactive; PolyA inhibitor: inactive; GSK3A inh: 1; KCNQ1 act: inactive

Results for Oc1ccc(Cc2ccc(Cl)cc2)c(O)c1 ?
GSK3beta inhib: 1; RGS4 pot: inactive; KCNQ1 block: inactive; RGS4 block: inactive; KCNK9 block: inactive; hERG protect: -4; Dyrk1A ADPGlo: -1; KCNK3 block: inactive; PolyA inhibitor: inactive; GSK3A inh: -1; KCNQ1 act: inactive

Results for CCCCN(CCCC)C(=O)/C=C/c1cccc([N+](=O)[O-])c1 ?
GSK3beta inhib: 1; RGS4 pot: inactive; KCNQ1 block: inactive; RGS4 block: inactive; KCNK9 block: inactive; hERG protect: -7; Dyrk1A ADPGlo: 6; KCNK3 block: inactive; PolyA inhibitor: inactive; GSK3A inh: -1; KCNQ1 act: inactive

What do the screens show for `CCOC(=O)CCC(=O)Nc1ccc(S(=O)(=O)N2CCc3ccccc32)cc1`?
GSK3beta inhib: 3; RGS4 pot: inactive; KCNQ1 block: inactive; RGS4 block: inactive; KCNK9 block: inactive; hERG protect: -7; KCNK3 block: inactive; PolyA inhibitor: inactive; GSK3A inh: -5; KCNQ1 act: inactive

How did Cc1csc(C(=O)O)c1NC(=O)c1ccc(F)cc1 do in these assays?
GSK3beta inhib: 1; RGS4 pot: inactive; KCNQ1 block: inactive; RGS4 block: inactive; KCNK9 block: inactive; hERG protect: -12; Dyrk1A ADPGlo: 0; KCNK3 block: inactive; PolyA inhibitor: inactive; GSK3A inh: -3; KCNQ1 act: inactive

What do the screens show for `O=C(O)COc1ccc2c(c1)OCCO2`?
GSK3beta inhib: 6; RGS4 pot: inactive; KCNQ1 block: inactive; RGS4 block: inactive; KCNK9 block: inactive; hERG protect: -6; Dyrk1A ADPGlo: 8; KCNK3 block: inactive; PolyA inhibitor: inactive; GSK3A inh: -1; KCNQ1 act: inactive

How did CS(=O)(=O)N1CCc2cc(S(=O)(=O)Nc3ccc4c(c3)OCCO4)ccc21 do in these assays?
GSK3beta inhib: -7; RGS4 pot: inactive; KCNQ1 block: inactive; RGS4 block: inactive; KCNK9 block: inactive; hERG protect: -17; Dyrk1A ADPGlo: 5; KCNK3 block: inactive; PolyA inhibitor: inactive; GSK3A inh: -1; KCNQ1 act: inactive

Results for O=C(CSc1ccc2nnc(CCNC(=O)c3ccc(F)cc3)n2n1)NCC1CCCO1 (configuration not stated) ?
GSK3beta inhib: 2; RGS4 pot: inactive; KCNQ1 block: inactive; RGS4 block: inactive; KCNK9 block: inactive; hERG protect: -7; Dyrk1A ADPGlo: -5; KCNK3 block: inactive; PolyA inhibitor: inactive; GSK3A inh: -1; KCNQ1 act: inactive

Results for O=C(C(c1ccccc1)c1ccccc1)N1CC[C@@]2(O)CCCC[C@H]2C1 ?
GSK3beta inhib: 0; RGS4 pot: inactive; KCNQ1 block: inactive; RGS4 block: inactive; KCNK9 block: inactive; hERG protect: -11; KCNK3 block: inactive; PolyA inhibitor: inactive; GSK3A inh: 0; KCNQ1 act: inactive

How did CCNS(=O)(=O)c1cc(-c2nnc(OC)c3ccccc23)ccc1C do in these assays?
GSK3beta inhib: 0; RGS4 pot: inactive; KCNQ1 block: inactive; RGS4 block: inactive; KCNK9 block: inactive; hERG protect: -8; KCNK3 block: inactive; PolyA inhibitor: inactive; GSK3A inh: -1; KCNQ1 act: inactive

What do the screens show for `CCOc1ccc(N(C(=O)c2snc(C(N)=O)c2N)C(C(=O)NCC2CCCO2)c2ccco2)cc1` (configuration not stated)?
RGS4 pot: inactive; KCNQ1 block: inactive; RGS4 block: inactive; KCNK9 block: inactive; hERG protect: -4; Dyrk1A ADPGlo: 7; KCNK3 block: inactive; PolyA inhibitor: inactive; GSK3A inh: -2; KCNQ1 act: inactive

What do the screens show for `COc1ccc(C)cc1S(=O)(=O)N(C)CC(=O)N1CCCC1`?
GSK3beta inhib: 0; RGS4 pot: inactive; KCNQ1 block: inactive; RGS4 block: inactive; KCNK9 block: inactive; hERG protect: -4; Dyrk1A ADPGlo: 14; KCNK3 block: inactive; PolyA inhibitor: inactive; GSK3A inh: 0; KCNQ1 act: inactive

What do the screens show for `COC(=O)c1cc(S(=O)(=O)N2CCC(C)CC2)ccc1F`?
GSK3beta inhib: 0; RGS4 pot: inactive; KCNQ1 block: inactive; RGS4 block: inactive; KCNK9 block: inactive; hERG protect: -8; Dyrk1A ADPGlo: -2; KCNK3 block: inactive; PolyA inhibitor: inactive; GSK3A inh: -4; KCNQ1 act: inactive

How did CCOC(=O)C1CCCCN1C(=O)c1oc2c(Cl)cc(C)cc2c1C (configuration not stated) do in these assays?
GSK3beta inhib: 0; RGS4 pot: inactive; KCNQ1 block: inactive; RGS4 block: inactive; KCNK9 block: inactive; hERG protect: -13; KCNK3 block: inactive; PolyA inhibitor: inactive; GSK3A inh: 0; KCNQ1 act: inactive

How did Cc1ccc(SC(CC(=O)c2ccc(C)cc2)C(=O)O)cc1 (configuration not stated) do in these assays?
GSK3beta inhib: -1; RGS4 pot: inactive; KCNQ1 block: inactive; RGS4 block: 4.7*; KCNK9 block: inactive; hERG protect: -6; Dyrk1A ADPGlo: 5; KCNK3 block: inactive; PolyA inhibitor: inactive; KCNQ1 act: inactive

How did CCOC(=O)c1ccc(NC2c3ncccc3C(=O)N2Cc2ccc(F)cc2)cc1 (configuration not stated) do in these assays?
GSK3beta inhib: -4; RGS4 pot: inactive; KCNQ1 block: inactive; RGS4 block: inactive; KCNK9 block: inactive; hERG protect: -12; Dyrk1A ADPGlo: -3; KCNK3 block: inactive; GSK3A inh: 0; KCNQ1 act: inactive

The list is partial (hit frequency here may not be typical).
